A3A deaminase: APOBEC3A ssDNA deaminase inhibitors, primary screen, selectivity assay for APOBEC3G inhibitor project, biochemical, FAM/TAMRA oligo cleavage fluorescence; DNA dC->dU-editing enzyme APOBEC-3A (Homo sapiens), P31941; recombinant A3A, FAM/TAMRA ssDNA deamination fluorescence; inhibition, % at 20 µM; 330,000 tested, 0.41% active; AID 493011, 2011;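 active = at least 40% inhibition at 20 µM here, with at most 30% in a related deaminase screen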;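 note: plate controls were A3A with DMSO for no effect and wells lacking A3A enzyme for full effect; some results filed as inactive read as strong as hits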
Target sequence (P31941 whole entry, looked up): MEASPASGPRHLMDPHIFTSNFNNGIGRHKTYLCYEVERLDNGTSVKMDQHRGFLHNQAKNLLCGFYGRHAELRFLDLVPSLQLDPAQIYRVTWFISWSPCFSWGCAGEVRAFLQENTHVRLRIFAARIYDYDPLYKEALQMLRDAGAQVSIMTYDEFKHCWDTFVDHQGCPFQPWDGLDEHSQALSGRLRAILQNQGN
mIAP block: inhibitors of mouse IAP, primary screen, biochemical, luminescence, uHTS; inhibition, % at 10 µM; intestinal alkaline phosphatase [Mus musculus]; purified mouse IAP, CDP-Star luminescence, 30 min; 330,000 tested, 0.2% active;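 active = inhibition of at least 40% at 10 µM in the primary screen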;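 note: plate controls were DMSO with enzyme for no effect and no enzyme wells for full effect; values of inactives mirror those of a sister screen read the other way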
tim10-1 inh: growth inhibitors of tim10-1 mutant yeast, primary screen, luminescence, uHTS; S. cerevisiae tim10-1 ts strain growth, BacTiter-Glo, 24 h; inhibition, % at 20 µM; 330,000 tested, 2.2% active; AID 463190, 2010;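 active = inhibition of at least 40%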;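 note: mutant grown at 25 °C; 0% = DMSO wells with yeast and 100% = wells holding no yeast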
NALP3 yeast inh: NALP3 inflammasome inhibitors in reconstituted yeast, primary screen, luminescence, uHTS; Yeast reconstituted NLRP3/ASC/caspase-1, beta-gal luminescence, 24 h; inhibition, % at 10 µM; 330,000 tested, 0.39% active; AID 2825, 2010;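 active = inhibition of 50% or more; inactive = inhibition below 50%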;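 note: plate controls were induced DMSO wells for no effect and uninduced yeast grown without galactose for full effect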
APOBEC3G inh: APOBEC3G DNA deaminase inhibitors, primary screen, biochemical, fluorescence, single-stranded DNA substrate, uHTS; DNA dC->dU-editing enzyme APOBEC-3G (Homo sapiens), Q9HC16; recombinant A3G, ssDNA deamination FAM/TAMRA fluorescence; inhibition, % at 20 µM; 330,000 tested, 0.28% active;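 active = inhibition of at least 40% at 20 µM, with no more than 30% in the related APOBEC3A deaminase screen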;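 note: plate controls were DMSO wells with A3G for no effect and wells lacking A3G enzyme for full effect; some compounds called inactive have numbers as strong as hits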
Target sequence (Q9HC16 whole entry, looked up): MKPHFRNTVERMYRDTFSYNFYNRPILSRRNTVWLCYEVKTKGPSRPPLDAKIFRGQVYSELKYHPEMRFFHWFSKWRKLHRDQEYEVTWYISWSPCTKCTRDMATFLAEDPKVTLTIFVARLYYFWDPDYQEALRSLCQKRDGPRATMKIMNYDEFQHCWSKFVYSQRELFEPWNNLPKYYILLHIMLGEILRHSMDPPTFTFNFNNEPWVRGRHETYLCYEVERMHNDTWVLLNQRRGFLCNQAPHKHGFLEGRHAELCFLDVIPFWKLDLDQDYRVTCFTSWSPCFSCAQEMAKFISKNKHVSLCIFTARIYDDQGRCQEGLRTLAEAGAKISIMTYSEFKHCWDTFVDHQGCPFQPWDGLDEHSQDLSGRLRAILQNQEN
TIM10 inh: growth inhibitors of isogenic TIM10 control yeast, primary screen, counter-screen for tim10-1 yeast inhibitor project, luminescence, uHTS; S. cerevisiae TIM10 strain growth, BacTiter-Glo luminescence, 24 h; inhibition, % at 10 µM; 330,000 tested, 1.4% active;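 active = inhibition of 40% or more at the single tested concentration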;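 note: wild-type TIM10 isogenic control strain grown at permissive 25 °C; 0% = DMSO yeast wells and 100% = minimal medium wells without yeast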
MIN6 prolif: inducers of MIN6 beta-cell proliferation, primary screen, ATP luminescence, uHTS; 330,000 tested, 0.29% active; proliferation, % at 10 µM; MIN6 cells proliferation, ATPlite luminescence, 48 h; cells starved in 0.2% serum; 100% = growth in 10% serum; AID 2380, 2010;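 active = compounds whose signal lies at least 3.5 SD above the mean of all wells on their plate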;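 note: 0% = DMSO-treated cells in low-serum medium and 100% = 10% serum control; some compounds called inactive have numbers as strong as hits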
mIAP activ: activators of mouse IAP, primary screen, biochemical, luminescence, uHTS | AID 2805, 2010 | 330,000 tested, 0.24% active | activation factor at 10 µM | muIAP, CDP-Star luminescence, 30 min; stronger effect = higher value; 1 = vehicle-only enzyme signal, 0 = enzyme-free wells;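 active = activation factor of at least 2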; note: the source names both 10 and 20 µM as test concentration; values of inactives mirror those of a sister screen read the other way
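Assay system: mouse IAP enzyme / Compound: DMSO-dissolved test compounds / Timing: 30 min, room temperature / Measured by: luminescence from enzymatic CDP-Star hydrolysis / Control set: DMSO-only wells, enzyme-free buffer wells as negative control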
hIAP inh: human IAP inhibitors, primary screen, biochemical, luminescence, uHTS; Intestinal-type alkaline phosphatase (Homo sapiens), P09923; purified IAP, CDP-Star luminescence, 30 min; inhibition, % at 10 µM; 330,000 tested, 0.12% active;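 active = inhibition reaching a set limit with compound at 10 µM in the primary screen, cut at about 35% in these data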;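 note: plate controls were DMSO wells with enzyme for no effect and no-enzyme buffer wells for full effect; values of inactives mirror those of a sister screen read the other way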
Target sequence (P09923 whole entry, looked up): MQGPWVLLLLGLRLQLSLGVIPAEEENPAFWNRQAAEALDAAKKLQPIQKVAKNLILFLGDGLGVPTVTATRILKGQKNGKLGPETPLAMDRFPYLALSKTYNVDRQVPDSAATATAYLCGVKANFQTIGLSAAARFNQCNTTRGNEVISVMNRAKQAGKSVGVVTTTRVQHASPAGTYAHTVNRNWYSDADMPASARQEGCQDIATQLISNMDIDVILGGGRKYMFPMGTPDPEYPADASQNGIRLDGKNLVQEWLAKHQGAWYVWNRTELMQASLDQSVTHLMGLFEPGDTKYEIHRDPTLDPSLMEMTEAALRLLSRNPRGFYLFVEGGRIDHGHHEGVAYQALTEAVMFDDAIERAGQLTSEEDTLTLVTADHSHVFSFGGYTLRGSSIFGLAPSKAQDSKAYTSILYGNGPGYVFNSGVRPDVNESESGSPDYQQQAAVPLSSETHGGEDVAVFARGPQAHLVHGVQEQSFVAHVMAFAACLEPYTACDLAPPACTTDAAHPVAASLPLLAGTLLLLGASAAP
Numbers without * were called inactive.

SMILES	A3A deaminase	mIAP block	tim10-1 inh	NALP3 yeast inh	APOBEC3G inh	TIM10 inh	MIN6 prolif	mIAP activ	hIAP inh
CCOc1ccc(NCCC(O)c2ccc(F)cc2)cc1 (stereo not given)	-5	3	-2	43	5	-18	-2	0.97	4
COc1ccccc1-n1cc(CN2CCN(CC(C)C)C(CCO)C2)cn1 (stereo not given)	2	-2	13	0	-2	-12	-4	1	-10
CC(/C=C\C=C\c1ccccc1)=N\NC(=O)c1cncc(Br)c1	1	1	29	-3	-5	-1	-4	0.99	9
O=C(CSc1nc(C2CC2)n(-c2ccccc2)n1)NCc1ccco1	-1	-2	18	9	-9	8	-1	1	-4
Cc1ccc(CN2CCN(Cc3cn(C)nc3C)CC2CCO)o1 (stereo not given)	1	2	7	-3	-5	3	-2	0.98	1
N#C/C(=C(/O)c1ccc(Cl)cc1)c1nc2ccccc2[nH]1	2	17	-15	10	-7	-29	3	0.83	1
O=C(CSc1nc(-c2ccco2)cc(C(F)(F)F)n1)NCC1CCCO1 (stereo not given)	-2	4	21	7	-7	17	1	0.96	11
O=C(CSc1nnnn1-c1ccc2c(c1)CCC2)NCc1cccs1	-5	-12	28	17	-5	13	0	1.1	-13
COc1ccc(CN(CCC(c2ccco2)C(C)C)C(C)=O)cc1OC (stereo not given)	-1	-8	5	0	-3	-8	2	1.1	1
O=C(COc1ccc(-n2cnnn2)cc1)Nc1ccccc1OC(F)F	-4	1	7	17	-7	2	5	0.99	4
CCOC(=O)CCc1c(C)c2ccc(OCC(=O)N3CCOCC3)c(C)c2oc1=O	-3	6	8	8	-4	3	0	0.94	-8
O=C(c1ccc(F)cc1)C1CCN(C(=O)c2ccncc2)CC1	-2	3	3	5	-3	10	-1	0.97	-2
Cc1ccc(-c2csc3nc(=O)c(C)nn23)cc1	-1	7	17	9	-4	13	-3	0.93	5
O=C(NC(C(=O)N/N=C/c1cccnc1)c1n[nH]c(=O)c2ccccc12)c1ccccc1 (stereo not given)	-3	-8	4	-2	-3	-6	1	1.1	-12
C=C1CC2C(=O)N(Cc3cc(OC)ccc3OC)C(C(=O)OCC)(C(=O)OCC)C1N2C(=O)OC(C)(C)C (stereo not given)	-2	7	18	3	-8	5	10	0.93	1
COc1ccccc1C(=O)NCCN=C1NS(=O)(=O)c2ccccc21	-2	1	-32	2	-11	6	-5	0.99	10
O=C(Nc1cccc(Cl)c1)N1CCN(C2c3ccccc3-c3ccccc32)CC1	-1	-109	4	5	-2	12	-3	2.1*	16
c1ccc(-c2nc(-c3ccccn3)no2)cc1	-3	-7	-3	12	-8	3	-3	1.1	1
Cc1ccc(S(=O)(=O)N2CCN(C(=O)c3cc4c(s3)CCC(C)C4)CC2)cc1 (stereo not given)	-3	-1	-24	-6	-12	-10	-3	1	-2
Cc1cccc(-n2c(SCc3ccc(C#N)cc3)nnc2-c2c[nH]c3ccccc23)c1	4	-22	2	-4	-1	11	-2	1.2	-2
Nc1c(C(=O)NCc2ccccc2)nnn1Cc1ccc(F)cc1	8	-4	-5	-6	6	-5	-1	1	8
Cc1cccc(CN2C(=O)c3ccccc3S(=O)(=O)c3ccc(C(=O)NCCCN4CCCC4)cc32)c1	0	6	8	-6	-1	16	-8	0.94	13
CCN(CC(=O)Nc1c(F)cccc1F)C(=O)CNC(=O)c1cccc(C)c1	-4	-4	-1	3	-5	3	-2	1	-3
CC1CCN(CC(=O)NCCc2ccc(F)cc2)CC1	0	-2	3	4	-3	-12	1	1	-14
CCc1ccccc1N(CC(=O)NCc1ccco1)C(=O)CCC(=O)Nc1ccccn1	0	1	11	20	-7	13	-5	0.99	-21
Nc1nc(NCC2CCCO2)nc(Nc2ccc(F)cc2)c1[N+](=O)[O-] (stereo not given)	-6	12	16	18	-9	1	1	0.88	4
CCCN1CCN(S(=O)(=O)c2ccc3c(c2)NC(=O)C(C)S3)CC1 (stereo not given)	6	5	-11	10	-1	1	0	0.95	-23
O=C(Nc1ccccn1)C1CCN(S(=O)(=O)c2cccc3nonc23)CC1	0	-3	-2	13	-1	0	-1	1	-1
CN(c1ccccc1)S(=O)(=O)c1cccc(NC(=O)c2ccc(Cl)c([N+](=O)[O-])c2)c1	-3	-6	-7	9	-6	-23	-6	1.1	-8
COc1cc(/C=C2/SC(=S)N(CC(=O)O)C2=O)ccc1OC(=O)c1ccco1	31	12	29	31	0	6	-4	0.88	29
Cc1cc(C)nc(NC2=NC3CCCCC3N2)n1 (stereo not given)	-16	8	4	-16	0	-3	5	0.92	-13
CS(=O)(=O)c1ccc(C(=O)Nc2ccc(N3CCCCC3)cc2)c(Cl)c1	1	-3	9	-9	-2	24	-4	1	-32
Cc1cc(-c2ccc(NC(=O)[C@@H]3CCCC[C@@H]3C(=O)O)c(C)c2)ccc1NC(=O)[C@@H]1CCCC[C@@H]1C(=O)O	-2	-2	1	8	0	9	-4	1	4
CC(OC(=O)c1ccccc1NCc1ccco1)C(=O)Nc1ncc(Cl)cc1Cl (stereo not given)	-1	-6	23	6	-8	-6	-2	1.1	5
CCN(C1CCCCC1)S(=O)(=O)c1ccc(OC)c(C)c1	2	1	29	26	-3	-4	-2	0.99	-6
Cc1cccc(C)c1OCC(=O)NCc1ccccc1	-1	0	13	22	-6	-2	4	1	5
CC(C)(C)OC(=O)N1CCC(NC(=O)c2[nH]cnc2C(=O)Nc2ccc(Cl)cc2)CC1	-2	3	5	-40	-9	19	-7	0.97	-65
O=C1/C(=C/c2cccs2)SC(=S)N1CCC(=O)N1CCCCC1CCO (stereo not given)	-1	4	16	10	3	3	-4	0.96	11
Cc1ccc(-n2nnnc2-c2cccc(C)c2)cc1	-1	-3	25	-20	0	23	-1	1	-3
CC(=O)NC(=O)c1ccc(-c2ccc(Cl)cc2)o1	1	-2	4	-1	0	-13	0	1	0
CC(Sc1nc(-c2ccccc2)cc(C(F)(F)F)n1)C(=O)NCCN1CCOCC1 (stereo not given)	-2	-3	4	17	-2	14	0	1	-5
CCOc1ccc(-c2cc(CCCC(=O)Nc3cccc(OC)c3)no2)cc1	-3	-32	-2	6	-8	2	-2	1.3	16
CC(c1ccccc1)N1C(=O)c2ccc(C(=O)Nc3ccccc3C(=O)O)cc2C1=O (stereo not given)	-3	12	-4	6	-3	1	-2	0.88	-16
C=CCC1(CC=C)CCCN1C(=O)c1cc(COc2ccc(-n3cncn3)cc2)on1	2	-11	9	12	-1	8	-6	1.1	-29
O=C(O)CCC(=NNC(=O)c1cccc(S(=O)(=O)N2CCCCC2)c1)c1ccccc1	2	-12	11	17	1	13	0	1.1	-29
COc1ccc(CCNC(=O)Cn2c(-c3nonc3N)nc3ccccc32)cc1OC	6	6	18	2	2	4	-1	0.94	-3
CC(C(=O)O)N(C(=O)c1ccccc1)c1ccc(F)cc1 (stereo not given)	-3	2	14	9	7	12	0	0.98	-7
Cc1cccc(N2CCN(C(=O)c3cc4ccccc4oc3=O)CC2)c1C	-1	-2	36	3	-1	4	1	1	-6
COc1ccc2nc(C(F)(F)Cl)c(C#N)c(N)c2c1	-1	20	34	29	-2	16	8	0.8	2
Cn1c2ccccc2c2c(C(=O)N3CCN(C(=O)c4ccco4)CC3)cn(C3CCCCC3)c(=O)c21	-4	-8	8	10	-5	3	-6	1.1	1
CC(C)(C)C(=O)Nc1ccc(S(=O)(=O)N2CCCC2)cc1	-3	-2	11	11	-7	1	1	1	-5
COc1cc(C2=NOC(C(=O)N3CCOCC3)C2)cc(OC)c1OC (stereo not given)	-6	0	21	-8	-2	-10	-3	1	-46
NC(=O)c1ccc2nc(NC(=O)c3ccc(N)cc3)sc2c1	-1	-2	-14	18	-9	11	-3	1	6
COCCOC(=O)c1c(NC(=O)CNC2CCCc3ccccc32)sc(C(N)=O)c1C (stereo not given)	-3	-2	-8	-1	-2	-22	-3	1	-14
CC(C)(C)c1ccc(C(=O)NC(=S)NNC(=O)COc2ccccc2)cc1	-3	5	11	23	-5	-54	-6	0.95	-77
O=C(Nc1cccc2ncccc12)c1ccc(-c2ccc(Br)cc2)o1	-3	9	8	7	-2	20	-4	0.91	14
N#CCC(=O)Nc1ccc(C(=O)OCC(=O)NC2CCCCCC2)cc1	-3	1	13	13	-7	2	1	0.99	-6
O=C(c1cccs1)N1CCCC(c2nc3c(nnn3Cc3cccc(Cl)c3)c(=O)[nH]2)C1 (stereo not given)	-1	8	-6	13	-8	4	3	0.92	8
Cc1[nH]n(C(N)=S)c(=O)c1N=Nc1ccc(S(=O)(=O)N2CCCC2)cc1	-4	12	29	27	-5	-1	3	0.88	-10
O=C(N/C(=C/c1ccc(Cl)cc1)C(=O)N1CCOCC1)c1ccccc1	-5	-3	9	4	-8	-3	-2	1	-13

A stretch from further up, as a working copy:
SMILES	A3A deaminase	mIAP block	tim10-1 inh	NALP3 yeast inh	APOBEC3G inh	TIM10 inh	MIN6 prolif	mIAP activ	hIAP inh
O=C(Nc1cccc2ncccc12)c1ccc(-c2ccc(Br)cc2)o1	-3	9	8	7	-2	20	-4	0.91	14
N#CCC(=O)Nc1ccc(C(=O)OCC(=O)NC2CCCCCC2)cc1	-3	1	13	13	-7	2	1	0.99	-6

Additional results follow.
SMILES	A3A deaminase	mIAP block	tim10-1 inh	NALP3 yeast inh	APOBEC3G inh	TIM10 inh	MIN6 prolif	mIAP activ	hIAP inh
O=C(CNc1ccccc1)Nc1ccc(F)cc1	-3	-16	2	25	-1	3	-5	1.2	18
CN(C)/N=C/c1ccc(/C=N/NC(N)=S)o1	3	16	15	16	-8	4	-2	0.84	-7
CCOC(=O)c1sc(NC(=O)C(CC)OC(=O)c2ccco2)nc1C (stereo not given)	2	-3	-27	7	-4	-9	2	1	-2
COc1ccccc1C1C(C#N)=C(N)N(N(C)C)C2=C1C(=O)CC(C)(C)C2 (stereo not given)	-3	-2	8	0	-9	10	-1	1	-17
O=C(c1ccccc1F)N(Cc1cccs1)C1CCS(=O)(=O)C1 (stereo not given)	-3	-7	-24	3	3	7	5	1.1	-8
Cc1ccc(N(CC(=O)NC(C)(C)C)C(=O)CNC(=O)c2cccs2)cc1C	4	1	4	-3	-2	13	-1	0.99	-12
O=C(NCc1ccccn1)c1c(-c2ccccc2)sc2ccccc12	0	-6	0	38	-7	13	-1	1.1	-4
CCOC(=O)c1cc(C)sc1/N=C/C1C(=O)CC(C)(C)CC1=O	-1	-8	5	11	-9	-2	0	1.1	5
Cc1occc1C(=O)NCc1ccccn1	-3	5	-7	1	-5	-2	-1	0.95	7
CN(C(=O)/C=C/c1ccccc1)C1CCS(=O)(=O)C1 (stereo not given)	1	-10	19	8	1	9	0	1.1	-35
CN1CCN(c2nc3ccccn3c(=O)c2C=C(C#N)C#N)CC1	0	9	12	7	-3	3	-4	0.91	4
Cc1[nH]n(-c2ccc([N+](=O)[O-])cc2)c(=O)c1C=NCCN1CCN(C(=O)c2ccccc2F)CC1	3	8	42*	46	-1	31	-3	0.92	1
COc1cc(NC(=O)COc2cccc(OC)c2)cc(OC)c1	0	-18	19	25	2	3	-2	1.2	13

High-throughput results from PubChem BioAssay.
